SARS 3CLpro inh: SARS-CoV 3CLpro protease inhibitors, primary screen, biochemical, quenched FRET | Replicase polyprotein 1ab (Severe acute respiratory syndrome coronavirus), P0C6X7 | recombinant SARS-CoV 3CLpro, quenched FRET peptide cleavage | inhibition, % at 6 µM | 290,000 compounds, 0.14% hits; in the data active = inhibition above about 12%
PfHsp40 rescue: rescue of yeast from PfHsp40 toxicity, primary screen, S. cerevisiae, ATP luminescence. S. cerevisiae expressing PfHsp40, growth rescue. AID 504582, 2011. 340,000 compounds, 0.68% hits. growth rescue, % at 12.5 µM; in the data active = growth rescue above about 28%, passing the limit was not always enough; inconclusive = no clear call, values can overlap the other calls;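 note: yeast W303a lacking pdr1 and pdr3 grown in galactose medium; growth measured after three days at 30 °C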
BoNT A protease: BoNT/A light chain protease inhibitors, primary screen, biochemical, flow cytometry, MLPCN library | Botulinum neurotoxin type A light chain protease (Clostridium botulinum A str. ATCC 3502) | multiplex microsphere protease substrate cleavage | inhibition, % at 10 µM | 360,000 compounds, 0.17% hits; note: plate controls were buffer without enzyme for full effect and enzyme alone for no effect
Vc quorum ag: inducers of Vibrio cholerae quorum light production without autoinducers, primary screen, BH1578 luxS cqsA deficient, single point; AID 588436, 2011; 350,000 compounds, 0.16% hits; activation, % at 18.7 µM; V. cholerae BH1578 lux reporter, luminescence, 6 h; in the data active = activation mostly above about 9.7%, no sharp cut-off; inconclusive = no clear call, values can overlap the other calls; inactive = mostly below about 3.7%; note: not every result past the cut was called active; inactives centre near 0; reference of the scale not given here
Anthrax LF inh2: Bacillus anthracis LF protease inhibitors, primary screen, biochemical, multiplex microsphere, MLPCN library. Lethal factor (Bacillus anthracis), P15917. multiplex microsphere protease cleavage assay. inhibition, % at 10 µM. 360,000 compounds, 0.12% hits; note: plate controls were buffer without enzyme for full effect and enzyme alone for no effect
Target sequence (P15917 whole entry, looked up): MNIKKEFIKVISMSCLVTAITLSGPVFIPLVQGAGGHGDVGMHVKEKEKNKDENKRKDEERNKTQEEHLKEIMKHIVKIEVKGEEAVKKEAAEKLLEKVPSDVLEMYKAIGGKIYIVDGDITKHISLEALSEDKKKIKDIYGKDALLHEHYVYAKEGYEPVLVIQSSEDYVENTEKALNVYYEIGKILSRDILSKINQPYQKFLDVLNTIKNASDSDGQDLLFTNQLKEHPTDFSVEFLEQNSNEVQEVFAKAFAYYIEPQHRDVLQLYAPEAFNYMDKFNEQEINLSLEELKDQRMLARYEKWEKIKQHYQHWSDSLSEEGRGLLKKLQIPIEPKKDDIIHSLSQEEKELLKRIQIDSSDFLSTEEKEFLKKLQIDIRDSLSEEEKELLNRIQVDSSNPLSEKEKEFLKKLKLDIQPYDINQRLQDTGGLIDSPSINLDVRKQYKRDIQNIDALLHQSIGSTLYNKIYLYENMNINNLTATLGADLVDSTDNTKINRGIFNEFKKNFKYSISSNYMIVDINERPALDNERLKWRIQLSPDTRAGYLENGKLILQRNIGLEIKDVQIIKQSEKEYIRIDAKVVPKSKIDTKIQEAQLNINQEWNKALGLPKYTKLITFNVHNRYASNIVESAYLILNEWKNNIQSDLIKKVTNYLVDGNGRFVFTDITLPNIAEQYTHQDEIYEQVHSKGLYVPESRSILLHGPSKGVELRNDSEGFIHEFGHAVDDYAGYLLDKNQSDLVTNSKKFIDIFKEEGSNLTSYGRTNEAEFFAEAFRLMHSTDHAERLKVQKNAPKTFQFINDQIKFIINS
PrPC surface inh: inhibitors of human cell surface prion protein PrPC, primary screen, cell-based, TR-FRET | Major prion protein (Homo sapiens), P04156 | TR-FRET read-out | inhibition, % at 13.8 µM | 370,000 compounds, 0.43% hits | AID 720596, 2013; in the data active = inhibition above about 24%; note: 0% = median of the test wells and 100% = reference compound wells
PriA SSB inh: inhibitors of Klebsiella pneumoniae PriA binding to SSB C-terminal tail, primary screen, biochemical, AlphaScreen. PriA–SSB C-terminal tail interaction (Klebsiella pneumoniae). 430,000 compounds, 0.6% hits. AlphaScreen SSBct-PriA binding, biotinylated peptide. inhibition, % at 33 µM; in the data active = inhibition mostly above about 37%, no sharp cut-off; inactive = mostly below about 20%;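 note: plate controls were negative control peptide for no effect and reference peptide for full effect; strong numbers were not always called active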
Yp Topo-I inh: Yersinia pestis topoisomerase I inhibitors, primary screen, biochemical, cleavage product accumulation, plate reader, single point; DNA topoisomerase I (Yersinia pestis CO92); Y. pestis Topo-I cleavage product accumulation; activity, % at 10 µM; 360,000 compounds, 0.064% hits; in the data active = activity above about 50%, passing the limit was not always enough; inconclusive = no clear call, values can overlap the other calls; note: inactives centre near 2
TcdB GH inh: TcdB glycohydrolase inhibitors, primary screen, biochemical, single point, plate reader. 350,000 compounds, 0.24% hits. TcdB glycohydrolase enzymatic assay. inhibition, % at 9.99 µM. Toxin B (Clostridioides difficile), P18177; in the data active = inhibition above about 10%
Active calls of the source: *; i = inactive; ? = inconclusive; . = not tested or not shown; & = joins results of further samples. Cut-off read from the data, not from the text of the source, unless noted: active = inhibition above about 30%; inconclusive = no clear call, values can overlap the other calls; inactive = below that.

Value order: SARS 3CLpro inh	PfHsp40 rescue	BoNT A protease	Vc quorum ag	Anthrax LF inh2	PrPC surface inh	PriA SSB inh	Yp Topo-I inh	TcdB GH inh
1) Cc1cc(NC(=O)CSc2nc3c(c(=O)n2-c2ccccc2)SC(C)C3)no1 (stereo not given)
    -1	1.2	0.3	-1.2	-7	2	-1	-2	1.8
2) COc1ccc(C(=O)NCC(=O)OCCOc2ccc(Cl)cc2)cc1OC
    .	-0.1	-0.2	-3.2	-4	-5	-13	15	1.2
3) Cc1ccc(-n2nc3c([n+]2[O-])CCc2c-3no[n+]2[O-])cc1
    0	-1.0	-2.4	i	1	-22	-7	9	.
4) CN(Cc1ccccc1)Cc1nc2scc(-c3ccccc3)c2c(=O)[nH]1
    4	-0.4	-0.1	-0.7	-3	-3	8	27	-0.8
5) O=C(O)c1ccccc1C(=O)NC1Cc2ccccc2C1
    3	-2.0	1.3	-1.0	-7	-1	-9	2	0.2
6) Cc1ccccc1CNC(=O)C(=O)NCC1OCCCN1S(=O)(=O)c1cccs1 (stereo not given)
    4	-0.2	-2.5	-0.7	-2	-4	-6	21	0.7
7) O=C(NCCc1ccco1)C(=O)NCC1OCCCN1S(=O)(=O)c1ccccc1 (stereo not given)
    0	0.4	0.0	0.8	-1	-2	2	7	-1.3
8) O=C(CN1C(=O)NC2(CCCCC2)C1=O)Nc1ccc2c(c1)CCC2
    1	-0.6	0.0	-0.3	2	-4	-17	13	-0.1
9) COc1ccc(OCC(=O)NC2CCCCCCC2)cc1
    -2	2.5	-2.7	-0.1	-5	6	4	13	-3.7
10) OC(COc1cccc2ccccc12)CN1CCOCC1 (stereo not given)
    .	3.4	-0.1	i	-6	-10	-3	8	0.3
11) Cc1ccc2nc(Cl)c3cc(C(=O)NCCCN4CCCC4)sc3c2c1
    -6	0.1	2.8	i	1	-7	6	-14	1.9
12) C[C@@H](NC(=O)c1nc[nH]c1C(=O)N[C@@H](Cc1ccccc1)C(=O)OC(C)(C)C)c1ccccc1
    3	1.6	-0.8	i	-6	10	15	15	-0.2
13) O=C(NCCC1CC1(Cl)Cl)Nc1ccccc1 (stereo not given)
    -1	-0.3	-2.3	-1.3	-10	-2	-6	-2	3.8
14) ClCCN(CCCl)c1ccc(C2=NCCc3ccccc32)cc1
    .	0.0	0.2	-4.5	1	-23	-1	20	0.4
15) Cc1ccc(Nc2cc(-c3ccccc3)nc3ncnn23)cc1
    6	0.5	0.7	1.2	3	12	-2	4	-8.1
16) Cc1nc(CCNS(=O)(=O)c2cccs2)cs1
    -4	-0.8	0.6	.	0	-3	-4&-2	6	.
17) O=S(=O)(NCC(c1ccco1)N1CCc2ccccc2C1)c1ccc(F)cc1 (stereo not given)
    .	0.0	-0.9	-12	1	-5	-2	24	1.7
18) CCOC(=O)CSc1nc2ccccc2c(=O)n1Cc1ccco1
    2	2.5	0.3	i	1	-2	-9	15	0.4
19) CCN(CC)S(=O)(=O)c1ccc(NC(=O)CN(c2cccc(F)c2)S(C)(=O)=O)cc1
    1	0.1	-0.1	.	1	-4	2	-4	.
20) CCC(=O)c1ccc(OCC(=O)OCC(=O)c2cc(C)n(CC3CCCO3)c2C)cc1 (stereo not given)
    .	1.2	2.0	i	0	-4	-8	25	-0.6
21) CC(C)(C)OC(=O)N[C@@H](Cc1ccccc1)C(=O)N1CCC(C(=O)N[C@@H](Cc2c[nH]c3ccccc23)C(=O)O)CC1
    -1	0.4	4.3	-0.7	3	-1	19	12	1.7
22) O=C(NCc1cccnc1)C(=O)Nc1nc(-c2ccccc2)cs1
    1	-1.3	1.0	7.1	0	6	-16	12	0.5
23) NNC(=O)c1cc(Cl)ccc1Cl
    0	-1.1	-0.3	-0.2	0	8	-16	-6	.
24) CC(=O)c1ccc(OCc2cc(C(=O)N3CCC(Oc4ccccc4C)CC3)no2)cc1
    9	2.1	-1.1	-1.5	-1	2	-6	33	1.0
25) O=C(NNC(=O)C1CCC1)c1ccccc1F
    .	-0.5	0.0	-0.7	5	-1	-7	3	-8.9
26) Cc1cc(C)n2nc(SCC(=O)c3cccs3)nc2n1
    5	1.2	1.2	-0.4	-6	-1	-6	-6	0.0
27) Cc1csc(=O)n1CCC(=O)OCC(=O)NCc1ccc(F)cc1
    .	-0.2	-1.0	i	4	4	-8	3	2.3
28) O=C(c1[nH]c(C(F)(F)F)nc1-c1ccccc1)N1CCN(CCN2CCOCC2)CC1
    .	.	-0.6	.	0	-5	.	.	0.3
29) CN(Cc1cc(=O)n2ccsc2n1)C1CCCCC1
    1	0.8	1.9	-0.6	3	-1	10	0	1.0
30) COc1ccc(CNC(=O)CN2CCN(S(=O)(=O)c3c(C)c(C)cc(C)c3C)CC2)cc1OC
    .	0.1	-0.1	2.1	-1	-6	0	24	0.1
31) CCc1ccc(C(=O)NC(=S)Nc2ccc3c(c2)OCCO3)cc1
    2	8.1	-2.0	8.5	1	-1	9	34	.
32) Cc1cc(F)ccc1S(=O)(=O)N1CCCOC1CNC(=O)C(=O)NCc1ccc2c(c1)OCO2 (stereo not given)
    3	1.2	1.1	-0.9	4	4	-7	21	-0.1
33) Cn1cc(CN2CCCC(C(=O)Nc3cccc(-c4cc5ccccc5[nH]4)c3)C2)cn1 (stereo not given)
    -4	-1.1	-2.2	-0.3	-3	-17	25	-35	1.5
34) CSc1ccccc1OCc1cc(C(=O)N(C)Cc2nonc2C)no1
    -4	-0.2	-0.6	-0.4	-2	-3	-13	18	0.6
35) O=C1CCCCC1S(=O)(=O)c1ccccc1 (stereo not given)
    1	-1.0	-0.2	-0.6	-1	2	2	-1	.
36) CC(=O)c1ccc(N2CCN(C(=O)Nc3ccc(F)cc3)CC2)cc1
    3	-0.7	-0.2	i	-3	.	.	0	.
37) COc1ccc(N(CC(=O)Nc2ccccc2OC)S(=O)(=O)c2ccccc2)cc1Cl
    6	-1.0	-2.6	-0.4	7	2	-8	32	1.3
38) CS(=O)c1ccccc1COC(=O)Nc1ccccc1 (stereo not given)
    1	-1.2	-0.5	-0.4	-3	.	-3	10	.
39) O=C(COC(=O)CCNS(=O)(=O)c1ccccc1)NC(=O)Cc1ccccc1
    .	-0.8	0.3	i	-1	-6	0	0	-2.3
40) COc1ccc(Cc2c(O)nc(SCC(=O)N3CCOCC3)[nH]c2=O)cc1
    -2	0.9	0.0	i	-4	-14	3	5	0.0
41) CCc1cccc(C)c1NC(=O)CN1CCN(S(=O)(=O)c2ccc(C(C)(C)C)cc2)CC1
    .	-1.1	1.1	7.1	-3	-3	0	-15	0.4
42) Cc1cc(CN(C)C(=O)c2ccc(OC3CCN(S(=O)(=O)N(C)C)CC3)cc2)n[nH]1
    -2	-0.1	0.0	-3.1	-2	9	3	7	0.5
43) CCc1c(C)nc2ncnn2c1N1CCC(C(=O)NCc2ccc3c(c2)OCO3)CC1
    4	2.2	?	i	-5	4	-11	1	-0.1
44) O=C(CSc1nccc(=O)[nH]1)Nc1cc(C(F)(F)F)ccc1N1CCOCC1
    6	-1.2	-2.9	-5.6	9	3	-5	-1	-2.4
45) CC(=Nc1ccccc1)Nc1ccccc1
    5	-0.2	0.2	-5.6	1	3	-11	2	.

Along the list, quoted from above:
Nos. 35 to 42 in Anthrax LF inh2, in turn: -1, -3, 7, -3, -1, -4, -3, -2

Among those listed so far, these contain a CF3 group:
Value order: SARS 3CLpro inh	PfHsp40 rescue	BoNT A protease	Vc quorum ag	Anthrax LF inh2	PrPC surface inh	PriA SSB inh	Yp Topo-I inh	TcdB GH inh
28) O=C(c1[nH]c(C(F)(F)F)nc1-c1ccccc1)N1CCN(CCN2CCOCC2)CC1
    .	.	-0.6	.	0	-5	.	.	0.3
44) O=C(CSc1nccc(=O)[nH]1)Nc1cc(C(F)(F)F)ccc1N1CCOCC1
    6	-1.2	-2.9	-5.6	9	3	-5	-1	-2.4

The results go on:
Value order: SARS 3CLpro inh	PfHsp40 rescue	BoNT A protease	Vc quorum ag	Anthrax LF inh2	PrPC surface inh	PriA SSB inh	Yp Topo-I inh	TcdB GH inh
46) Cc1cc2ncn(C(=O)c3c(-c4ccccc4)noc3C)c2cc1C
    3	-2.2	-0.3	i	0	0	-20	33	.
47) O=C(Nc1ccc(Cl)cn1)Nc1ccccc1Cl
    3	0.1	0.1	8.3	-1	6	-3	-5	0.4
48) Cc1ccc(S(=O)(=O)N(CCC#N)C2CCCCC2)c2nsnc12
    -7	0.5	0.2	-0.3	-3	-13	4	5	.
49) CCc1c(C2(O)CCCCC2)[nH]c2ccc(C(F)(F)F)cc12
    0	351*	0.4	i	-6	2	-19	-18	3.7
50) O=C(NCc1ccncc1)C(=O)NCC1OCCCN1S(=O)(=O)c1ccccc1 (stereo not given)
    -3	-1.2	-0.1	-0.3	-1	4	-2	0	.
51) COc1ccc(OC)c(NC(=O)CCN2CCCCC2)c1
    4	-1.6	0.1	-4.3	1	-3	-12	-6	.
52) CC(C)N(CCn1c(SCC(=O)Nc2cccnc2Cl)nc2ccccc2c1=O)C(C)C
    .	-0.1	0.0	i	14	-7	-2	18	-0.8
53) CC(=O)Nc1cccc(-n2nnc(SCC(=O)N(C)c3ccccc3)n2)c1
    3	-0.6	-4.4	i	-3	-3	-4	-13	5.8
54) CSc1ccccc1OCc1cc(C(=O)N2CCN(c3ccccc3)CC2C)no1 (stereo not given)
    3	1.4	0.4	i	-3	-7	-11	34	2.0
55) CNC(=O)C1CC(=O)N(c2ccc(C)cc2)C1 (stereo not given)
    4	0.4	1.1	i	-14	-2	-6	9	.
56) N#Cc1ccc(/C=C/C(=O)c2ccc3c(c2)OCO3)cc1
    1	0.6	0.6	-0.6	-7	4	-9	-5	1.5
57) CC1CCC(=NNC(=O)Cc2cccn2C)CC1 (stereo not given)
    4	0.0	-0.3	i	-2	-6	-12	10	-0.7
58) CCOc1cc(CNc2ccc3[nH]c(=O)[nH]c3c2)ccc1OCC(=O)NC(C)(C)C
    -2	-0.4	-0.4	i	-2	5	9	6	.
59) COc1cc(C(=O)C(=O)c2cc(OC)c(O)c(OC)c2)cc(OC)c1O
    -3	-0.1	-5.1	-0.3	-4	-1	-2	1	-0.2

Compound activity from PubChem BioAssay.

Some of the compounds tested; count on the stated rates, not on these rows.
